High-throughput results from PubChem.
Mtb RmlCD inh: M. tuberculosis RmlC/RmlD inhibition | P9WH09+P9WH11 | RmlC+RmlD coupled enzyme assay, percent inhibition; primary screen in compound mixtures | inhibition, % at 3.6 µM | actives 0.03% (n = 160,000); in the data active means inhibition mostly above about 34%, no sharp cut-off; further: some results filed as inactive read as strong as hits
Target sequence (P9WH09 whole entry, looked up): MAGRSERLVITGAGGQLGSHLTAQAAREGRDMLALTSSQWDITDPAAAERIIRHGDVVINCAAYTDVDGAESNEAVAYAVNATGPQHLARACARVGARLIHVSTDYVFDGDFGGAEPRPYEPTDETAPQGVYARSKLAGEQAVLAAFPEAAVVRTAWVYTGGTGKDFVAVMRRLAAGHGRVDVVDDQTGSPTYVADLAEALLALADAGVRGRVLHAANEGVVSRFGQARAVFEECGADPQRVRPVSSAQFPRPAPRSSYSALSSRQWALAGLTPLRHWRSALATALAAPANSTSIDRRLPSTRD
Target sequence (P9WH11 whole entry, looked up): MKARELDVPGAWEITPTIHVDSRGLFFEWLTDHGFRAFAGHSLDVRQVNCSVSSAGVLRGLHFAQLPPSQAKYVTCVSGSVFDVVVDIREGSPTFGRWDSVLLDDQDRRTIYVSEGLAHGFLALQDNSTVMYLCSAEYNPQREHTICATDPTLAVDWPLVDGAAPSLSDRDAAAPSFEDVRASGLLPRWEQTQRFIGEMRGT
M. tuberculosis GlmU: inhibition of mycobacterial GlmU enzyme – biochemical, glucosamine-1-phosphate acetyltransferase (AID 1376). M. tuberculosis GlmU acetyltransferase enzyme assay; higher % means a stronger effect. inhibition, %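 (tested at 30 µM in the primary screen)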, or IC50 in µM where a hit was titrated. actives 0.25% (n = 220,000); in the data active means inhibition above about 13%;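 further: 0% = complete reaction with vehicle and 100% = reaction without substrate; strong numbers were not always called active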
Active calls of the source: *; · = not tested or not shown. The list is partial; count on the stated rates, not on these rows.

The opening 4 compounds, ahead of the listing:
SMILES	Mtb RmlCD inh	M. tuberculosis GlmU
CSCCC(C(=O)O)N1C(=O)c2ccc(C(=O)O)cc2C1=O (stereo unspecified)	9.2	-0.1%
CCOC(=O)c1sc2ncn(/N=C/c3ccccn3)c(=O)c2c1C	·	2.6%
Cc1cccc(OP(=O)(Nc2ccc(F)cc2)Oc2cccc(C)c2)c1	·	2.1%
COc1cccc(NC(=O)Cc2cccs2)c1	·	-1.7%

This part in full, previewed entries included:
SMILES	Mtb RmlCD inh	M. tuberculosis GlmU
CSCCC(C(=O)O)N1C(=O)c2ccc(C(=O)O)cc2C1=O (stereo unspecified)	9.2	-0.1%
CCOC(=O)c1sc2ncn(/N=C/c3ccccn3)c(=O)c2c1C	·	2.6%
Cc1cccc(OP(=O)(Nc2ccc(F)cc2)Oc2cccc(C)c2)c1	·	2.1%
COc1cccc(NC(=O)Cc2cccs2)c1	·	-1.7%
Cc1ccc(S(=O)(=O)N2CCOCC2)cc1NC(=O)COC(=O)CNC(=O)c1ccc(Oc2ccccc2)cc1	7.6	3.5%
c1ccc(CSCc2cn3ccccc3n2)cc1	8.2	-1.2%
CCCCC(=O)N(Cc1ccc(-c2ccccc2-c2nn[nH]n2)cc1)[C@H](C(=O)O)C(C)C	-12.1	-3.3%
COC(=O)C1=COC(C)C2CN3CCc4c([nH]c5ccccc45)C3CC12 (stereo unspecified)	7.1	-3.7%
CC(C)CNC(=O)CCCc1ccccc1	-11.5	3.1%
O=C(Nc1nc2ccccc2s1)C1CC(=O)N(c2ccccc2)C1 (stereo unspecified)	·	3.4%
COc1ccc(OC)c(C(C(=O)NCc2ccco2)N(C(=O)Cn2nnc3ccccc32)C(C)C)c1 (stereo unspecified)	·	3.4%
S=C(NCCN1CCOCC1)Nc1ccccc1Cl	2.4	-0.1%
COc1ccc2[nH]c(=O)c(CNc3cccc(C)c3)cc2c1	0.0	1.4%
Cn1cccc1CC(=O)N/N=C/C=C/c1ccccc1	·	7.2%
Cc1ccc(-c2csc(Nc3ccccc3)[n+]2CCc2ccccc2)cc1	-3.6	1.6%
COc1ccc(S(=O)(=O)N2CCCCCC2)cc1NC(=O)Cc1ccccc1F	6.8	7.8%
N#Cc1nc(Cc2ccccc2)oc1NCc1cccnc1	·	-0.1%
COc1ccc(C(c2nnnn2CC2CCCO2)N2CCN(c3ccc(F)cc3)CC2)cc1 (stereo unspecified)	17.7	-9.2%
COc1ccc2cc(/C(C)=N/NC(=S)Nc3cc(S(=O)(=O)N4CCOCC4)ccc3N3CCOCC3)ccc2c1	-8.7	-1.0%
C=CCn1c(O)c(N=O)c2cc(C)ccc21	9.3	-2.2%
C=C(C)CSc1nnc([C@@H](N)Cc2c[nH]c3ccccc23)o1	3.0	3.0%
Cc1c(NC(=O)C(C)OC(=O)C23CC4CC(CC(Br)(C4)C2)C3)c(=O)n(-c2ccccc2)n1C (stereo unspecified)	-4.2	3.3%
CCCN1C(=O)C2(SC(NC(C)=O)=NN2C(C)=O)c2cc(C)cc(C)c21 (stereo unspecified)	-13.1	3.7%
Cc1cc(C(=O)N/N=C/c2ccc(-c3cccc(Cl)c3)o2)n[nH]1	0.4	0.7%
O=C(CSc1n[nH]c(-c2ccccc2)n1)NCc1cccc(C(=O)O)c1	43.3	6.0%
O=C(Nc1cccc(NC(=O)c2ccc3c(c2)OCO3)c1)c1ccccc1	2.5	2.7%
Oc1cccc2c(NC(=S)Nc3ccc(OC(F)F)cc3)cccc12	2.5	-0.7%
Nc1ccccc1-[n+]1c(-c2ccccc2)cc(-c2ccccc2)cc1-c1ccccc1	-2.6	-7.8%
O=C1c2ccccc2C(O)N1CCN1CCOCC1 (stereo unspecified)	4.5	-4.1%
Cc1ccc(CS(=O)(=O)Cc2ccc(C(=O)NCc3cccs3)o2)cc1	7.2	-3.0%
O=C(Nc1ccc(C(F)(F)F)cc1)c1ccc2nc[nH]c2c1	-8.0	3.4%
O=C(NNC(=O)c1ccc(F)cc1F)c1ccc2c(c1)OCO2	-6.8	-1.6%
COc1cc(/C=C/C(=O)OCC(=O)NC(=O)NCc2ccccc2)ccc1OCC#N	·	-4.8%
CCc1nc(N2CCN(C(C)=O)CC2)c(C#N)c2c1COC(C)(C)C2	8.3	2.5%
C[C@@H]1CC[C@]2(O[C@@H](CCO)C[C@@H](O)[C@@H]2O)O1	-1.4	4.0%
CN1CCN(c2ccc(NC(=O)COc3ccccc3[N+](=O)[O-])cc2)CC1	-2.0	-6.5%
COc1ccc(C2=NOC(C(=O)NCCN3CCOCC3)C2)cc1 (stereo unspecified)	-0.7	-1.2%
O=c1c2c3nc4ccccc4nc3n(/N=C/c3ccco3)c2ncn1CCC1=CCCCC1	·	2.2%
O=C(NC1CCCCC1)NC1CC2CCC(C1)N2C(=O)NC1CCCCC1 (stereo unspecified)	-5.7	7.4%
O=C(Nc1cc(=O)[nH]c2nc(-c3ccccc3)nn12)c1ccc(Cl)cc1	7.2	0.7%
Nc1ccccc1Nc1ccncc1[N+](=O)[O-]	2.5	-3.4%
CCn1c(COc2ccc3c(c2)CCCC3)nnc1SCC(=O)Nc1ccc(C(=O)OC)cc1	6.8	-5.1%
CC(=O)Oc1ccc(C)cc1-n1nc2ccccc2n1	·	-1.7%
CC1CCC(NC(=O)C2CCC(CNc3c(N4CCCCC4)c(=O)c3=O)CC2)CC1 (stereo unspecified)	5.3	12.6%
CCc1ccc(N2C(=O)c3sc4nnc(C)c(=O)n4c3C2=O)cc1	9.3	·
Cc1ccsc1/C=N/n1cnnc1	67.1	1.6%
CCN(c1ccccc1)S(=O)(=O)c1ccc(Cl)c(NC(=O)CSc2nncn2C)c1	7.5	-4.6%
Cc1ccc(NC(=O)N(Cc2cc3cc(C)cc(C)c3[nH]c2=O)CC2COCCO2)cc1 (stereo unspecified)	0.0	3.9%
O=C(OCc1ccc(F)cc1)c1ccc2c(c1)-c1ccccc1C2=O	-6.8	-4.1%
CC12CCC(C(=O)N(c3cccc(Cl)c3)C1=O)C2(C)C (stereo unspecified)	11.0	-3.2%
CCCn1c(N)c(C(=O)NS(=O)(=O)c2ccc(C)cc2)c(=O)n(C)c1=O	-10.3	0.5%
O=C(c1ccccc1)c1nccn1-c1ccc(Cl)nn1	8.5	0.4%
Cc1ccccc1NC(=S)N1CCN(C(=O)c2ccco2)CC1	·	1.8%
O=C(COc1ccccc1)Nc1nnc(C23CC4CC(CC(C4)C2)C3)s1	·	-1.3%
CC(=O)N1c2ccccc2C(C)(c2ccccc2)CC1(C)C (stereo unspecified)	·	-7.9%
CCCCCCCCCCC(=O)NNC(=O)c1c(O)c2ccccc2n(CC)c1=O	0.4	-4.1%
N#Cc1nc(Cc2cccc3ccccc23)oc1NCCCN1CCOCC1	3.8	-6.4%
O=S(=O)(/N=C(/Nc1ccccc1)c1ccccc1)c1cccs1	-2.8	1.8%
O=C(O)C1CCCN1S(=O)(=O)c1cccs1 (stereo unspecified)	-6.5	-6.3%
C/C(=N/NC(=O)CNC(=O)c1ccccn1)c1cccc([N+](=O)[O-])c1	-4.1	-2.5%

The listing continues:
SMILES	Mtb RmlCD inh	M. tuberculosis GlmU
CCOC(=O)C(C)Sc1nnc(NC(=O)c2ccc3c(c2)OCO3)s1 (stereo unspecified)	-9.1	-0.6%
Cc1ccc(NC(=O)c2cccc(OCc3c(C)noc3C)c2)c(C)c1	5.4	-3.3%
CC(C)CNC(=O)c1cccc(NC(=O)CSc2ccc(Cl)cc2)c1	·	-1.6%
CCCCc1noc2c1/C(=N\O)CC(c1ccccc1)C2 (stereo unspecified)	-1.1	0.8%
Clc1cccc2c1CCN(Cc1nc(-c3cnccn3)no1)C2	-8.5	1.2%
C=CCN(C(=O)CSc1nc2c(sc3ccccc32)c(=O)n1CCN(CC)CC)c1ccccc1	-7.7	-1.4%
O=C(O)C1CC=CCC1C(=O)Nc1ccc(S(=O)(=O)N2CCCc3ccccc32)cc1 (stereo unspecified)	11.2	-0.1%
Cc1cc(C)nc(S/C=C/C(=O)c2ccccc2F)n1	-6.9	1.9%
N#Cc1c(NC(=O)CSc2nnnn2C2CCCC2)sc2c1CCCC2	-8.2	-1.2%
CC(C)(C)NC(=O)CN(CCc1ccccc1)C(=O)c1csnn1	7.9	0.2%
CCCNC(=O)N1CCN(S(C)(=O)=O)CC1	·	0.7%
O=C(Nc1ccccn1)c1cc(-n2cnnc2)ccc1Cl	-9.7	3.7%
O=C(CSc1ccc2nnc(-c3ccccc3)n2n1)NCc1ccco1	-6.6	1.0%
Cc1ccc(NC(=O)CN(C)C(=O)COc2cc(F)ccc2[N+](=O)[O-])cc1	·	-3.1%
O=C1Nc2ccccc2N2CCCC12 (stereo unspecified)	8.0	-2.7%
CC(=O)NC(NC(=S)Nc1ccc(C)cc1C)C(Cl)(Cl)Cl (stereo unspecified)	7.6	-1.4%
CCCCN1C(=O)C(=O)N(CC(=O)N2N=C3/C(=C/c4ccco4)CCCC3C2c2ccco2)C1=O (stereo unspecified)	·	-3.5%
CCNc1nc(OC)nc(Oc2ccc(C(=O)OC)cc2)n1	-9.6	1.3%
Cc1sc2ncn(CC(=O)N3CCOCC3)c(=O)c2c1-c1ccccc1	7.5	0.5%
COC(=O)c1c[nH]n2c(=O)c(Cl)c(C)nc12	4.2	1.3%

Entries of single compounds, quoted from the list:
`Clc1cccc2c1CCN(Cc1nc(-c3cnccn3)no1)C2` in the list: Mtb RmlCD inh = -8.5; M. tuberculosis GlmU = 1.2%
`Cc1ccc(NC(=O)c2cccc(OCc3c(C)noc3C)c2)c(C)c1` in the list: Mtb RmlCD inh = 5.4; M. tuberculosis GlmU = -3.3%

The list goes on.
SMILES	Mtb RmlCD inh	M. tuberculosis GlmU
CO/N=C/c1ccc(Oc2ccc(C)cc2)nc1	4.6	-4.0%
COc1ccc(/C=C/C(=O)c2nc3ccccc3n2CC(=O)c2ccc(OC)cc2)cc1	-14.4	3.6%
Cc1nc2c(ncn2-c2ccccc2)c(=O)n1NC(=O)CN1CCOCC1	18.0	1.0%
CCOC(=O)c1ccc(NC(=O)Cn2ncc(Cl)c(Cl)c2=O)cc1	3.8	2.8%
COc1ccc(C(CNC(=O)c2ccco2)N2CCCCC2)cc1 (stereo unspecified)	-3.8	-0.1%
CCC12CN3CC(CC)(CN(C1)C3c1cccnc1)C2=O (stereo unspecified)	·	1.4%
CCc1cc2c(=O)c(-c3nc(C)cs3)coc2cc1O	5.8	5.1%
Cn1cc(C(=O)c2cccc(Cl)c2Cl)cc1C#N	8.5	1.2%
COc1cccc(-c2cc(C(F)(F)F)nc(-n3cc(Cl)cn3)n2)c1	-21.1	-7.5%
O=C(c1ccc(Cl)cc1)N1CCCCC(Sc2nnc(-c3ccc4c(c3)OCO4)o2)C1=O (stereo unspecified)	4.0	·
COC(=O)Cn1ncc(N2C3CC(CC(C)(C)C3)C2C)c(Cl)c1=O (stereo unspecified)	-10.2	1.0%
Cc1ccnc2nc(C(=O)OCC(=O)Nc3ccccc3C(C)(C)C)nn12	5.0	-6.4%
CCCCn1c(=O)[nH]c(=O)c2c1nc(COC(=O)c1c(C)noc1C)n2CCC	5.0	1.9%
Cc1ccc2c(c1)C(c1ccncc1)=NNC(c1ccccc1)=N2	10.7	3.4%
Cn1c(SCC(=O)N/N=C/C=C/c2ccccc2[N+](=O)[O-])nc2ccccc21	-2.9	-6.3%
CC(C)CNC(=O)c1cccc(NC(=O)COc2ccc([N+](=O)[O-])cc2)c1	·	-0.8%
NNC(=S)NC1CCCCC1	4.1	-7.2%
CCN(CC)CCOC(=O)c1cc2cc(COC)ccc2o1	0.9	-2.1%
Cc1cc(C)c(C#N)c(SCc2cn3ccccc3n2)n1	10.5	-1.8%
CCOC(=O)c1cc2c(=O)n3ccccc3nc2n(CC2CCCO2)c1=NC(=O)/C=C/c1ccccc1 (stereo unspecified)	-9.0	-3.6%
Cc1nn(-c2ccccc2)c(Cl)c1/C=N/Nc1nc2ccccc2n1C	33.8	1.9%
COC(=O)c1ccc2c(c1)NC(=O)C(N1CCCC1)S2 (stereo unspecified)	-1.2	-0.3%
Cc1ccc(NC(=O)COC(=O)CCc2ccc(S(=O)(=O)N3CCOCC3)cc2)c(C)c1	-7.9	-1.4%
CCOc1ccc(S(=O)(=O)NCCCN2CCOCC2)cc1	7.7	0.1%
CCOC(=O)c1ccc(NC(=O)CN2C(=O)C3C4C=CC(C4)C3C2=O)cc1 (stereo unspecified)	8.5	1.1%
CCn1c(CNC(=O)c2ccccc2F)nnc1SCC(=O)NC1CCCCC1C (stereo unspecified)	5.9	2.2%
Cc1c(Cl)cccc1Nc1ncccc1C(=O)OCC(O)CO (stereo unspecified)	20.2	3.0%
O=C(c1ccc(N2CCCC2=O)cc1)N1CCN(c2ccccc2)CC1	-4.0	3.8%
Cc1cccc(OCc2n[nH]c(=S)o2)c1	7.6	2.5%
Cc1cccc(OCCCC(=O)O)c1	·	-1.5%
CN1CCN(/C(=N\O)c2nonc2N)CC1	·	3.7%
COC(=O)c1c(-c2ccccc2)csc1NC(=O)C1CC=CCC1C(=O)O (stereo unspecified)	-9.3	2.0%
CCOC(=O)C1CCCN(CC(=O)Nc2cc(C)cc(C)c2)C1 (stereo unspecified)	0.5	-1.8%

In another format: entries from further up
Each structure is followed by: Mtb RmlCD inh	M. tuberculosis GlmU
Cc1ccc(NC(=O)COC(=O)CCc2ccc(S(=O)(=O)N3CCOCC3)cc2)c(C)c1
 : -7.9	-1.4%
CCOc1ccc(S(=O)(=O)NCCCN2CCOCC2)cc1
 : 7.7	0.1%
CCOC(=O)c1ccc(NC(=O)CN2C(=O)C3C4C=CC(C4)C3C2=O)cc1 (stereo unspecified)
 : 8.5	1.1%
CCn1c(CNC(=O)c2ccccc2F)nnc1SCC(=O)NC1CCCCC1C (stereo unspecified)
 : 5.9	2.2%
Cc1c(Cl)cccc1Nc1ncccc1C(=O)OCC(O)CO (stereo unspecified)
 : 20.2	3.0%
O=C(c1ccc(N2CCCC2=O)cc1)N1CCN(c2ccccc2)CC1
 : -4.0	3.8%
